# Assay outcomes as filed in PubChem.
# TRb-SRC2 inh – inhibitors of human thyroid hormone receptor beta-SRC2 interaction. Potency, µM (doses to about 106 µM), for the others: top-dose activity change, negative = inhibition, actives largely listed as inhibitors. 0.065% of 280,000 active. TRbeta-SRC2 peptide binding, fluorescence polarization; receptor liganded with 1 µM T3;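 further: plate controls were bound peptide for no effect and peptide without receptor for full effect; nearly all actives have a fitted effect of over 50% in size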
#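 Polarization signal, normalized between peptide-alone and full complex controls, measured compound effects on T3-liganded human TRb LBD (0.6 uM) binding 20 nM Texas Red SRC2 peptide after 5 hr.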
# Tau fluor counter – counter-screen for tau fibril formation inhibitors; 0.93% of 280,000 active; Potency, µM (series often up to 57.7 µM), for inactives: top-dose activity change, negative = decrease; tau K18 P301L Alexa594 fluorescence, heparin fibrillization; AID 1463; further: nearly all actives have a fitted effect of over 55% in size
#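 Human K18 P301L tau (15 uM unlabeled plus 0.24 uM Alexa 594-labeled, final) in 100 mM sodium acetate pH 7 was mixed with compound and 20 uM heparin and incubated 6 hr at 37 C.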
# ALDH1A1 block – ALDH1A1 (human) enzyme inhibition. Potency, µM (series often up to 75.3 µM), without a hit: at the top dose activity, negative = inhibition, most hits filed as inhibitors. Purified ALDH1A1, NADH fluorescence, propionaldehyde substrate. P00352. 7.3% of 220,000 active; active means well fitted inhibition curve with a large enough effect, not every such curve was filed as active; inconclusive means small, poorly fitted or top-dose-only effect, or another doubt; inactive means no such curve, though single readings can be large or run the other way;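 further: plate controls were no enzyme wells and a reference inhibitor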
# GLA spleen mod – inhibitors or activators of human alpha-galactosidase in spleen homogenate | human spleen homogenate, 4MU-alpha-Gal fluorescence, 40 min | P06280 | AID 2107 | 0.008% of 240,000 active | Potency, µM (titrated, usually from 80 µM), for inactives: top-dose activity change, negative = inhibition, hits mostly inhibitors;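 further: 0% = enzyme with vehicle and -100% = no enzyme basal signal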
#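 Inhibition or activation of alpha-galactosidase in human spleen homogenate is scored by 4-MU fluorescence after 40 min at 37C, pH 5.0, with 1 mM substrate. AC50s come from concentration-response fitted to the Hill equation.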
# L3MBTL1 block – inhibitors of human L3MBTL1; Q9Y468; AlphaScreen L3MBTL1–H3K9me1 peptide binding; Potency, µM (highest dose often 57.1 µM), inactives show at the highest dose activity, negative = inhibition, most hits filed as inhibitors; 0.66% of 230,000 active; further: nearly all actives have a fitted effect of over 60% in size
# Target sequence (Q9Y468 whole entry, looked up): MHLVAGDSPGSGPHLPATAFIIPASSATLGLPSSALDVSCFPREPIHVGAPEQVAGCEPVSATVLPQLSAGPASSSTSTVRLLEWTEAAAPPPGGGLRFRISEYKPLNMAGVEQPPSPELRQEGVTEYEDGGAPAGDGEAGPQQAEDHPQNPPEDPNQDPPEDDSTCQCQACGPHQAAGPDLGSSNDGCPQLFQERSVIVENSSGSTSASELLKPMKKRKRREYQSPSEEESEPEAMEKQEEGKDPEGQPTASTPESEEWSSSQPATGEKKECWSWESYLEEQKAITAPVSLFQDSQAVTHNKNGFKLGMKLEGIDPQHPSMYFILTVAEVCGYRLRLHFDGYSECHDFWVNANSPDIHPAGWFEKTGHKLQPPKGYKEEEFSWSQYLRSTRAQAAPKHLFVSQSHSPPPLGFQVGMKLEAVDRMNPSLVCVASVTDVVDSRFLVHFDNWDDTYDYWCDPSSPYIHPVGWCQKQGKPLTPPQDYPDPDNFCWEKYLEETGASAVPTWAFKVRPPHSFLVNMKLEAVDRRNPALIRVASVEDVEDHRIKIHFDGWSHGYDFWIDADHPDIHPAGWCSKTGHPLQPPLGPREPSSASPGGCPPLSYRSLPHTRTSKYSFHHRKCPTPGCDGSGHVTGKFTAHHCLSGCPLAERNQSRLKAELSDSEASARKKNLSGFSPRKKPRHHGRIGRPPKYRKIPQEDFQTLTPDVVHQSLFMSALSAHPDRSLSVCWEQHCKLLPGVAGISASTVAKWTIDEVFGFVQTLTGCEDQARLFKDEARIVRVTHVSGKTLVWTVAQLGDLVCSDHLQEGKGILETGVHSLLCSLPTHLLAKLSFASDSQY
#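 AlphaScreen assay: L3MBTL1 (50 nM final) was preincubated 30 min at room temperature with biotinylated H3(1-15)K9me1 peptide (75 nM final), then 30 min with library compounds; streptavidin donor and nickel chelate acceptor beads (10 ug/mL final) added, 30 min dark.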
# Tau fibril FP – inhibitors of human tau fibril formation | 0.39% of 280,000 active | P10636 | Potency, µM (top dose mostly 57.7 µM), for the others: at the highest dose activity, negative = inhibition, most hits filed as inhibitors | K18 P301L tau heparin fibrillization, Alexa594 FP, 6 h; further: nearly all actives have a fitted effect of over 55% in size
# Target sequence (P10636 561-689 P618L limits assumed): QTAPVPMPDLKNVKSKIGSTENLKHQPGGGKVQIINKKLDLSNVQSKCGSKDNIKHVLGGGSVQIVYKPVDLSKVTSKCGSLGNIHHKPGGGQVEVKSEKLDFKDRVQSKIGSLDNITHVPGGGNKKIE
#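 Heparin (20 uM) drove fibril formation of recombinant tau K18 P301L, 15 uM unlabeled with 0.24 uM Alexa 594 label, for 6 hr at 37 C in 100 mM sodium acetate pH 7. Fluorescence polarization (555/632 nm) read 1 hr after 30 uM ThT.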
# TR SRC2 fluor cs – alters Texas Red total fluorescence, flagging assay interference | 0.29% of 280,000 active | TRb/SRC2 Texas Red total fluorescence interference | AID 1479 | Potency, µM (titrated, usually from 106 µM), without a hit: top-dose fluorescence change, negative = quenching; active means well fitted curve in either direction with a large enough effect; inconclusive means small, poorly fitted or top-dose-only effect
#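 Human TRb ligand-binding domain at 0.6 uM with 20 nM Texas Red SRC2 peptide in Tris buffer containing 1 uM T3 and 5% DMSO, incubated with compound 5 h at ambient temperature. Total fluorescence (555/632 nm) calculated as parallel + 2 × perpendicular.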
# Tau ThT inhib – blocks human tau fibril formation measured by thioflavin T | P10636 | recombinant tau K18 P301L, heparin-induced fibrillization, ThT fluorescence | Potency, µM (titrated, usually from 57.4 µM), for inactives: at the highest dose activity, negative = inhibition, hits mostly inhibitors | 2.1% of 270,000 active | AID 1460; further: nearly all actives have a fitted effect of over 55% in size
#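 Using a mix of unlabeled (15 uM) and Alexa 594-labeled (0.24 uM) tau K18 P301L, heparin-triggered fibrillization over 6 hr at 37 C was scored by ThT fluorescence.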
# Starred values were filed as active, the others as inactive; ? = inconclusive; nt = not tested or not shown; & = joins results of further samples; [ ] = another dose, or the depositor's remark. Unless noted, the call rests on the fitted dose curve; in most records, active means well fitted curve in the direction sought with a large enough effect; inconclusive means small, poorly fitted or top-dose-only effect, or another doubt; inactive means no such curve, though single readings can be large; an effect the other way counts as inactive or inconclusive. Unless noted, on the % scale 0 is the no-effect control and ±100 the full control effect; potency means the concentration at half of the fitted maximal effect. Not a hit list; about 8.5% have a hit in one of these screens.
# Below each compound – TR SRC2 fluor cs, GLA spleen mod, L3MBTL1 block, Tau fibril FP, ALDH1A1 block, Tau ThT inhib, Tau fluor counter, TRb-SRC2 inh
> COc1ccc(-c2nnc(SCCOc3cccc(C)c3)n2N)cc1
  1%, 6%, nt, -7%, 3%, ?, -8%, 4%
> Cc1cccc(-c2nnc(SCC(=O)Nc3nc4c(s3)CCCC4)n2C)c1
  -2%, -7%, -4%, 1%, ?, ?, -3%, 10%
> COC(=O)N/N=C/c1cc(Br)ccc1O
  -1%, 3%, -8%, 7%, 2%, ?, 0%, -4%
> Cc1cc(C(F)F)n2nc(C(=O)Nc3ccc(S(=O)(=O)NC45CC6CC(CC(C6)C4)C5)cc3)nc2n1
  0%, -1%, nt, -2%, -11%, -17%, -22%, -3%
> Cc1ccc(NC(=O)c2cc(S(=O)(=O)NCCC3=CCCCC3)ccc2F)cc1
  -5%, -2%, 1%, -4%, 22µM*, 9%, -3%, -3%
> Cc1ccc(C(=O)Nc2ccc3oc(-c4ccncc4)nc3c2)c(Cl)c1
  -3%, nt, nt, -10%, nt, ?, -12%, 12%
> Cc1c2n(c3ccccc13)CC/C2=N\O
  -1%, 0%, -6%, 8%, 5%, -10%, -11%, 5%
> CCCCNC(=O)CSc1nc2ccccc2c(=O)n1Cc1ccc2c(c1)OCO2
  0%, 10%, 2%, -6%, 14%, 3%, 2%, 11%
> C=C1CCN(C(C)C(=O)OC)S(=O)(=O)c2ccccc21 (stereo unspecified)
  -2%&0%, 10%&-1%, nt, 0%, nt, 6%, 4%, 6%&7%
> CCN(CC)C(=O)CN1CCN(c2ncccn2)CC1
  0%, -9%, 3%, 3%, -6%, 2%, 7%, -3%
> O=C(NC(CSCc1ccccc1)C(=O)N/N=C/c1ccc(O)cc1O)c1ccc([N+](=O)[O-])cc1 (stereo unspecified)
  -1%, 5%, nt, ?, ?, ?, 13µM*[quencher], -2%
> CCCOC(=O)c1cc(-c2ccc(C=O)o2)ccc1Cl
  -2%, -3%, 4%, 0%, ?, -15%, -9%, 0%
> Cc1nc(N2CCN(C(=O)COc3ccccc3)CC2)c2c(C)c(C)sc2n1
  -2%, 4%, nt, 4%, 11µM*, ?, -11%, -1%
> CC1(C)CN=c2s/c(=C\c3ccc(Cl)cc3)c(=O)n2C1
  -5%, -3%, 1%, 5%, 2.2µM*, ?, -16%, -2%
> CCc1c(C)nc2ncnn2c1Nc1ccc(C(C)=O)cc1
  -4%, -4%, nt, -1%, 2%, ?, -14%, -11%
> CCN(CC)S(=O)(=O)c1cccc(-c2nnc(SC(C)C(N)=O)n2CCc2ccccc2)c1 (stereo unspecified)
  -6%, -1%, nt, 0%, -14%, -12%, -11%, 7%
> O=C(C[n+]1cc(-c2ccc(F)cc2)n2c1CCC2)N1c2ccccc2Sc2ccccc21
  -2%[53 µM], -1%, 8%, 1%, ?, -8%, -1%, -3%[53 µM]
> O=C(COC(=O)COc1ccc(Cl)cc1Br)NCc1cccs1
  1%, -11%, 23%, 1%, 9%, -3%, -14%, 5%
> COc1ccc(N2CCN(C(=O)CCNS(=O)(=O)c3ccc4c(c3)CCC(=O)N4)CC2)cc1
  -3%, ?, -28%, 2%, ?, 0%, -3%, -10%
> CCC(=O)C1CCCN(C(=O)c2ccc(OC3CCN(C(=O)c4cccnc4)CC3)cc2)C1 (stereo unspecified)
  -4%, -1%, 0%, -7%, 5%, -13%, 5%, -5%

# Copied from the list.
# CCCOC(=O)c1cc(-c2ccc(C=O)o2)ccc1Cl @ TRb-SRC2 inh = 0%
# Cc1nc(N2CCN(C(=O)COc3ccccc3)CC2)c2c(C)c(C)sc2n1 @ ALDH1A1 block = 11µM*
# CC1(C)CN=c2s/c(=C\c3ccc(Cl)cc3)c(=O)n2C1 @ GLA spleen mod = -3%
# C=C1CCN(C(C)C(=O)OC)S(=O)(=O)c2ccccc21 (stereo unspecified) @ Tau fibril FP = 0%
# CCCCNC(=O)CSc1nc2ccccc2c(=O)n1Cc1ccc2c(c1)OCO2 @ Tau fibril FP = -6%

# The listing picks up, starting 2 compounds before the break.
# Below each compound – TR SRC2 fluor cs, GLA spleen mod, L3MBTL1 block, Tau fibril FP, ALDH1A1 block, Tau ThT inhib, Tau fluor counter, TRb-SRC2 inh
> COc1ccc(N2CCN(C(=O)CCNS(=O)(=O)c3ccc4c(c3)CCC(=O)N4)CC2)cc1
  -3%, ?, -28%, 2%, ?, 0%, -3%, -10%
> CCC(=O)C1CCCN(C(=O)c2ccc(OC3CCN(C(=O)c4cccnc4)CC3)cc2)C1 (stereo unspecified)
  -4%, -1%, 0%, -7%, 5%, -13%, 5%, -5%
> CC(C)CC(=O)N1c2nc(C(C)C)nn2C2(CCCCC2)[C@@H]2CCCC[C@@H]21
  6%, nt, nt, 5%, nt, -2%, -7%, -1%
> CCOc1ccc(-c2nnn(CC(=O)c3ccc4c(c3)OCCO4)n2)cc1
  1%, 0%, 2%, ?, ?, -9%, ?, -16%
> COc1ccc(NC(=S)NC23CN4CN(CN(C4)C2)C3)cc1
  -4%, -1%, -5%, 3%, 8%, 11%, 9%, 1%
> O=C(NCC1CCCO1)c1nnc(Cc2ccc(F)cc2)o1 (stereo unspecified)
  0%, -1%, 5%, -12%, 5%, -9%, -9%, 3%
> CC(=O)c1cc(-c2ccccc2)[nH]c1N1CCCC1
  -1%, 6%, 0%, ?, ?, 14µM*, -26%, -6%
> COCCNC(=O)CSc1nc2nc(C)cc(C)n2n1
  1%, -7%, -2%, -6%, -9%, -11%, -7%, -6%
> Cc1ccc(-c2cccc(C3CC=CC4C3C(=O)N(Cc3ccccc3)C4c3cc(C)ccc3F)c2)cc1 (stereo unspecified)
  1%&1%, -4%&5%, nt, 1%, nt, 0%, 2%, -3%&1%
> Cc1ccc(C(=O)N2CCN(c3ccc(Cl)cc3)CC2)cc1
  3%, -2%, 27%[11.4 µM], 7%, -9%, -12%, -4%, 5%
> O=C(c1cccc(F)c1)N1CCN(CC2CC3C=CC2C3)CC1 (stereo unspecified)
  2%, 14%, 5%, 2%, -10%, -12%, -8%, 4%
> COc1ccccc1C(=O)N=Nc1c(O)[nH]c2ccc([N+](=O)[O-])cc12
  -8%, -5%, -8%, 7%, ?, ?, -12%, -5%
> CCCC(=O)NC(=S)Nc1ccc(Cl)cn1
  2%, -3%, 2%, -1%, 25µM*, -7%, -7%, 3%
> O=c1c2ccccc2c(C=NCCCN2CCOCC2)c(O)n1Cc1ccccc1
  -2%, -5%, -8%, 10%, 14µM*, -10%, -24%, 1%
> O=S(=O)(C=C(c1ccccc1)c1ccccc1)c1ccccc1
  -4%, -2%, 35%[activator], 3%, ?, -4%, -12%, -1%
> Cc1ccc(Cl)cc1NC(=O)N[C@@H](C)C(=O)O
  -1%, 26%, -3%, 0%, 4%, -10%, -9%, -14%
> CN1CCC(=NNC(=O)C(=O)NCc2ccccc2)CC1
  -2%, 11%, ?, -1%, -10%, -18%, -4%, -21%
> Cc1ccc(-n2ncc(C(=O)N3CCN(c4cccc(C)c4C)CC3)c2C2CCNCC2)c(C)c1
  1%, nt, nt, -5%, nt, -17%, -8%, 0%
> CN1CCN(c2nc(-c3cc4ccccc4o3)cs2)CC1
  -2%, 2%, -14%, 1%, -3%, -17%, -19%, 5%
> COc1cccc(N2C(=O)C3CCCN3C2c2ccc(F)cc2)c1 (stereo unspecified)
  -8%, 5%, 29%, 2%, -13%, -11%, -12%, -8%
> CCOc1ccc(Nc2nc(Cc3nnc(SCC(=O)NCc4ccco4)n3CC)cs2)cc1
  -6%, 3%, nt, 1%, -16%, ?, -23%, -7%
> CC(NC(N)=O)C(=O)OCC(=O)c1ccc(-c2ccccc2)cc1 (stereo unspecified)
  -3%, 6%, 3%, -2%, -5%, -15%, -5%, 4%
> CCc1c(C)c2ccc(O)c(CN(C)C)c2oc1=O
  -5%, ?, 0%, 5%, ?, -6%, -2%, 2%
> NC(=O)[C@@H]1CC2(CC(c3cccc(NC(=O)[C@@H]4CCC(=O)N4)c3)=NO2)CN1C(=O)Cc1ccc([N+](=O)[O-])cc1 (stereo partly specified)
  -3%, 1%, nt, -9%, nt, -7%, 2%, -1%
> C/C(=N/NC(=O)c1cccs1)c1ccco1
  -7%, -3%, -4%, -9%, -4%, -15%, -12%, -3%
> O=C(Nc1nnc(Cc2ccccc2)s1)c1cccs1
  1%, -4%, 4%, -7%, 1%, 0%, 0%, -1%
> N#C[C@H](Cc1ccc(O)cc1)c1ccc(O)cc1
  -2%, -7%, nt, 3%, ?, -18%, -13%, -1%
> Cc1c(C(=O)OC2CCCC2)[nH]c2c1C(=O)CC(c1ccco1)C2 (stereo unspecified)
  0%, -9%, -24%, -6%, 11µM*, ?, -9%, -7%
> O=C(Nc1nnc(-c2ccccc2F)s1)C1CCCO1 (stereo unspecified)
  1%, 6%, -20%, -13%, 20µM*, -14%, -13%, -3%
> O=C(Nc1nc(-c2ccccc2)c(-c2ccccc2)o1)c1ccc(F)cc1
  -6%, 5%, -15%, -4%, -4%, -8%, -24%, -3%
> COC(=O)c1cn(NC(=O)Cc2cccc(OC)c2)c(=O)c2ccccc12
  3%, -3%, 12%, 4%, -10%, -2%, -3%, 7%
> O=c1[nH][nH]c(-c2ccccc2O)c1C(C[N+](=O)[O-])c1ccc(Cl)cc1Cl (stereo unspecified)
  0%, 2%, -7%, 0%, 1%, -18%, -30%, -1%
> CC(=O)c1c(N2CCN(C)CC2)nc(=S)n(-c2cc(C)ccc2C)c1C
  -5%, -6%, -3%, -2%, 1%, 2%, 0%, -4%
> COC(=O)c1ccc(-c2noc(CN(C)CC3CCCCO3)n2)cc1 (stereo unspecified)
  -2%, 3%, 10%, 1%, ?, 8%, 5%, 0%
> Cc1noc(NC(=O)c2ccccc2C(F)(F)F)c1C#N
  -3%, -3%, 7%, -9%, 4%, -5%, 0%, 1%
> CCN(CC)C(=O)CSc1nc(-c2ccc(C)cc2)nc2c1Cc1c(CO)cnc(C)c1O2
  -3%, nt, nt, 3%, nt, ?, 10%, 2%
> O=C(O)CC(=O)Nc1cc(Cl)ccc1O
  -5%, -4%, nt, 0%, 1%, -4%, -10%, -4%
> COc1ccccc1NC(=O)Oc1ccc(C(C)=O)cc1
  0%, -2%, 0%, -2%, -2%, -5%, -3%, -3%
> COc1ccc(C2C=C(C)Nc3nc4ccccc4n32)cc1 (stereo unspecified)
  0%, 2%, 5%, 7%, -18%, 0%, 6%, 7%
